S3 lipid droplet = qHTS Assay for Lipid Storage Modulators in Drosophila S3 Cells; Drosophila S3 cells, BODIPY lipid droplet fluorescence, 18-24 h; cells fed with added oleic acid; Potency in µM for hits, for the others lipid storage change, negative = inhibition, % at the top dose, mostly 46.1 µM; actives 0.64% (n = 320,000); active means well fitted inhibition curve with a large enough effect in the signal ratio, with a control signal flat, not every such curve was filed as active; inconclusive means small, poorly fitted or top-dose-only effect, or effect the other way, or a change in a side signal; the % refers to the signal ratio
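Laser-scanning cytometry quantifies lipid droplet accumulation (500–530 nm total intensity; droplet/cell object ratio) in oleic acid-fed (400 uM added) Drosophila S3 cells treated with a concentration series. 20 uM Triacsin C defined 100% inhibition.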
S3 lipid droplet cell count max = recorded beside S3 lipid droplet, whose call it bears; cell number change, %; measured here: cell count max response;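 cells counted by Cell Tracker Red CMTPX staining in the red channel; peak over a dose series mostly up to 46.1 µM; percent activity relative to internal control wells on each plate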
The depositor's hits bear a star; i = inactive; ? = inconclusive; · = not tested or not shown. On the % scale 0 is the no-effect control and ±100 the full control effect; potency means the concentration at half of the fitted maximal effect. These rows are one share of the data, so the mix of outcomes need not match the whole.

Fields – S3 lipid droplet | S3 lipid droplet cell count max
> NC(=O)COC(=O)/C=C/c1ccc(S(=O)(=O)N2CCCCCC2)cc1
  15% | 17
> c1ccc(CSc2ncnc3c2sc2nc(N4CCOCC4)c4c(c23)CCCC4)cc1
  -8% | 5
> O=C(O)CNS(=O)(=O)/C=C/c1ccccc1
  1% | 7
> CCCCc1nc2cc(C(=O)N3CCCC3)ccc2o1
  ? | ·
> O=C1CCC[C@@H]2[C@H]3CCC[N+]4([O-])CCC[C@@H](CN12)[C@@H]34 (stereo partly drawn)
  -10% | -12
> COc1ccc(N2CC(C(=O)N[C@H](C(=O)NC3CCCCC3)C(C)C)CC2=O)cc1 (stereo partly drawn)
  ? | ·
> COc1ccc(S(=O)(=O)N2CCC(C(=O)N[C@H](C(=O)NCc3ccco3)C(C)C)CC2)cc1
  -6% | ·
> Cc1cc(C)nc(N2CCN(c3nnnn3-c3ccccc3)CC2)n1
  ? | ·
> CCN1CCN(C(=O)c2ccc(Sc3ccccc3Cl)c([N+](=O)[O-])c2)CC1
  ? | ·
> Cc1ccn(S(=O)(=O)c2ccc(C(C)(C)C)cc2)n1
  ? | ·
> COc1ccc(Cl)cc1NC(=O)CSc1nnc(-c2ccncc2)n1CC1CCCO1 (stereo not drawn)
  ? | ·
> COc1ccc(-c2cc(N3C(=O)Nc4ccccc4N3O)n[nH]2)c(OC)c1
  ? | ·
> CC(C)CNC(=O)C(=O)NCC(c1ccc2c(c1)OCO2)N1CCOCC1 (stereo not drawn)
  ? | ·
> COCCn1nnnc1C(c1cc2c(C)cc(C)cc2[nH]c1=O)N1CCCCCC1 (stereo not drawn)
  ? | ·
> O=C(Oc1ccccc1F)c1ccc2c(=O)n3c(nc2c1)CCC3
  ? | ·
> O=C(Oc1cccc2cccnc12)c1ccco1
  6% | -1
> O=C(Nc1cc(S(=O)(=O)N2CCCCC2)ccc1N1CCOCC1)c1ccc(F)cc1
  ? | ·
> CC(=O)C1=C(C)NC(=O)NC1c1ccccc1OCC(=O)NCCc1ccccc1 (stereo not drawn)
  ? | ·
> Cc1cc(C)cc(NC(=O)CCN2C(=O)c3ccccc3C2=O)c1
  ? | ·
> CCC(C)N(C(=O)COC(=O)CSc1ccc([N+](=O)[O-])cc1)C1CCS(=O)(=O)C1 (stereo not drawn)
  ? | ·
> CCN(CC)S(=O)(=O)c1cccc(C(=O)Nc2cccc(C)c2)c1
  ? | ·
> Cn1c(SCC(=O)Nc2cc(Cl)cc(Cl)c2)nnc1-c1ccc2nonc2c1
  ? | ·
> CCOC(=O)c1ccccc1NC(=O)COC(=O)C1CCN(S(=O)(=O)c2ccccc2C(=O)OC)CC1
  i | ·
> Cc1ccc(C(=O)N2CCN(c3ccc([N+](=O)[O-])c(N4CCOCC4)c3)CC2)cc1
  -1% | -5
> CN1CCc2c1nc1ccccc1c2NC(=O)CN1CCCC1
  18% | -5
> O=C(Cn1c(-c2ccccc2Cl)nc2ccccc21)Nc1cccc(Cl)c1
  13% | 0
> CCOC(=O)N1CCN(C(=O)COc2ccc3ccccc3c2Br)CC1
  ? | ·
> CC(C)(C)c1ccc(C(=O)Nc2ccc3c(c2)C(=O)NC3=O)cc1
  ? | ·
> Cc1ccc(NC(=O)c2ccc(OC(F)(F)F)cc2)cc1S(=O)(=O)N(C)C
  -17% | -8
> Cc1ccccc1NC(=S)NCc1ccc2c(c1)cc(C)n2C
  ? | ·
> CCc1ccc(-c2csc3nc[nH]c(=O)c23)cc1
  -5% | 1
> O=C(CN(Cc1ccc(F)cc1)S(=O)(=O)c1ccc(S(=O)(=O)N2CCOCC2)cc1)Nc1ccccc1
  ? | ·
> COc1ccc(-c2cc(C(F)(F)F)nc(S(=O)(=O)CCC(=O)N3CCOCC3)n2)cc1
  ? | ·
> O=C(CN1CCCCCC1)Nc1ccc(Br)cc1[N+](=O)[O-]
  ? | ·
> CCc1ccc(N2C(=O)CN(Cc3cc(OC)c(OC)c(OC)c3)C2=S)cc1
  ? | ·
> COc1cc(C(C)=O)ccc1OCC(O)CN1CCN(c2ccc(F)cc2)CC1 (stereo not drawn)
  13% | ·
> CCOc1ccccc1NC(=O)N1CCC(n2nnc3cc(C)ccc32)CC1
  24% | -17
> NC(=O)c1nsc(C(=O)N(Cc2cccnc2)C(C(=O)NC2CCCC2)c2ccc(F)cc2)c1N (stereo not drawn)
  ? | ·
> O=C(NCCCN1CCOCC1)c1cc2nc(-c3ccco3)cc(C(F)(F)F)n2n1
  ? | ·
> O=C1NC(c2cn(-c3ccccc3)nc2-c2cccs2)C(C(=O)c2cccnc2)C(O)(C(F)(F)F)N1 (stereo not drawn)
  ? | ·
> Cc1ccccc1NC(=O)/C=C/c1cccc(C(F)(F)F)c1
  0% | -5
> NS(=O)(=O)c1cccc(NC(=O)COC(=O)CCc2ccccc2)c1
  ? | ·
> CC1CN(C(=O)c2ccncc2)CC(C)O1 (stereo not drawn)
  i | ·
> NC(=O)C1CCN(C(=O)CCCCCn2c(=O)[nH]c3ccsc3c2=O)CC1
  8% | 2
> O=C(CCCC(=O)c1ccccc1)Nc1ccc(F)cc1
  8% | 9
> Cc1cccc(C)c1OCc1cc(C(=O)NCC2CCCCC2)no1
  ? | ·
> COc1ccc(CNCCCSc2ncccn2)cc1OC
  -8% | -15
> Cc1cc(NC(=O)CSc2nnc(-c3cccnc3)n2C2CCCCC2C)no1 (stereo not drawn)
  ? | ·
> CCCCNc1c(-c2ccc(OC)c(SC3CCCCC3)c2)nc2cc(C)ccn12
  ? | ·
> Cc1ccc(C(=O)NNC(=O)c2ccncc2)cc1[N+](=O)[O-]
  ? | ·
> CCOc1ccc2nc(Cl)c(C3CC(c4ccco4)=NN3S(=O)(=O)c3ccccc3)cc2c1 (stereo not drawn)
  19% | ·
> CCOC(=O)CCc1c(C)n(CC)c2cc(-c3ccccc3OC)nn2c1=O
  ? | ·
> COc1ccc(NC(=O)CCNS(=O)(=O)c2ccc3c(c2)c(=O)n(C)c(=O)n3C)c(OC)c1
  ? | ·
> COc1ccccc1NC(=O)Nc1ccc2c(c1)CCC2
  ? | ·
> CCOc1cc(/C=C/c2cccc[n+]2C)ccc1OCC(=O)Nc1ccc(C)cc1
  i | 3
> CCn1c(SCC(=O)Nc2nc3ccccc3s2)nnc1-c1ccc(Br)cc1
  -13% | -2
> CCN(CC)CCNCc1ccc(Br)cc1OCC(=O)NCc1ccccc1
  ? | ·
> O=C(O)/C=C/C(O)c1ccc(Cl)cc1 (stereo not drawn)
  1% | -19
> CCOC(=O)CC1CCCCN1C(=O)CCCn1nnnc1CN1CCC(C)CC1 (stereo not drawn)
  ? | ·
> CC(C)(C)OCC1CO1 (stereo not drawn)
  -10% | -1

The list goes on:
Fields – S3 lipid droplet | S3 lipid droplet cell count max
> O=C(NC(=S)Nc1ccc(CN2CCOCC2)cc1)c1cccc([N+](=O)[O-])c1
  ? | ·
> Cc1cccc(-c2ccc3ncnc(NCc4cccnc4)c3c2)c1
  ? | 10
> CCc1ccc(C2CC(c3ccco3)=NN2S(C)(=O)=O)cc1 (stereo not drawn)
  3% | 6
> C/C(=N\Nc1ccc(C(=O)O)cc1)c1nc2ccccc2n1C
  0% | 11
> COc1ccccc1OCc1ccc(C(=O)N2N=C(C(F)F)CC2(O)C(F)F)o1 (stereo not drawn)
  ? | ·
> Cc1ccc(OCC(=O)NCc2cccnc2)cc1
  22% | 23
> FC(F)(F)c1cc(-c2ccc(Cl)cc2)nc(NCc2cccnc2)n1
  ? | ·
> CN(C)S(=O)(=O)c1ccc(N2CCCC2)c(C(=O)Nc2ccc(N3CCOCC3)cc2)c1
  ? | ·
> CCCCn1c(SCC(=O)N2CCC(C(=O)OCC)CC2)nc2cc(S(N)(=O)=O)ccc21
  -6% | -24
> CCOc1ccc(NC(=O)COc2ccc(C(=O)NCCc3ccccc3)cc2)cc1
  ? | ·
> Cn1ccnc1SC(=O)N1c2ccccc2Sc2ccccc21
  2% | 4
> CCCC1(C(=O)OCC)NC(c2ccc(OC)cc2OC)C2C(=O)N(c3ccc4c(c3)OCCO4)C(=O)C21 (stereo not drawn)
  -16% | -10
> O=C(NCCCn1ccnc1)C(=O)NCC1OCCN1S(=O)(=O)c1ccc(Cl)cc1 (stereo not drawn)
  6% | 14
> COc1cccc(C2C([N+](=O)[O-])=C(N)Oc3cc(C)oc(=O)c32)c1 (stereo not drawn)
  -4% | 13
> C[C@@H]1CC=C[C@H]2[C@H]1C(=O)N(Cc1ccccc1)[C@H]2c1ccc2ccccc2c1Br
  ? | ·
> Cc1ccc(Nc2nc(C)cs2)cc1
  7% | -2
> O=C(O)c1cccc(N/N=C/c2sc(N3CCOCC3)nc2-c2ccccc2)c1
  ? | ·
> Cc1nc2cc(-c3cccc(F)c3)nn2c(N2CCN(C(=O)c3ccco3)CC2)c1C
  ? | ·
> NS(=O)(=O)c1ccc(CCNC(=S)Nc2ccc(S(N)(=O)=O)cc2)cc1
  ? | ·
> COc1ccc(Br)cc1/C=N/NC(=O)CNC(=O)C1COc2ccccc2O1 (stereo not drawn)
  28% | -12
> C=CCn1c(=N)c(C(=O)NCCCOC)cc2c(=O)n3cc(C)ccc3nc21
  ? | ·
> O=C(CN1C(=O)c2ccccc2C1=O)NNC1=NS(=O)(=O)c2ccccc21
  13% | -5
> N#Cc1ccc(CSc2ccccn2)c(Cl)c1
  ? | ·
> c1ccc2c(-n3cccn3)cccc2c1
  ? | ·
> CCN(CC)C(=O)Cn1c(=O)n(-c2ccc(CC(=O)NCc3ccccc3)cc2)c(=O)c2sccc21
  -5% | 1
> Cc1ccccc1-n1nc2c(c1NC(=O)C1CCCC1)CS(=O)(=O)C2
  ? | ·
> COc1ccccc1-c1nnc(NC(=O)CCS(=O)(=O)c2ccccc2)o1
  ? | ·
> CCNC(=O)CN(c1ccc(Cl)cc1)S(=O)(=O)c1ccccc1
  ? | ·
> O=C(CSc1nc2c(sc3ccccc32)c(=O)n1Cc1ccco1)NCC1CCCO1 (stereo not drawn)
  i | ·
> Cc1cc(NC(=O)CCCC(=O)N(CC(=O)NC2CCCCC2)c2ccccc2)no1
  ? | ·

Seven consecutive records out of the list so far:
Fields – S3 lipid droplet | S3 lipid droplet cell count max
> COc1cccc(C2C([N+](=O)[O-])=C(N)Oc3cc(C)oc(=O)c32)c1 (stereo not drawn)
  -4% | 13
> C[C@@H]1CC=C[C@H]2[C@H]1C(=O)N(Cc1ccccc1)[C@H]2c1ccc2ccccc2c1Br
  ? | ·
> Cc1ccc(Nc2nc(C)cs2)cc1
  7% | -2
> O=C(O)c1cccc(N/N=C/c2sc(N3CCOCC3)nc2-c2ccccc2)c1
  ? | ·
> Cc1nc2cc(-c3cccc(F)c3)nn2c(N2CCN(C(=O)c3ccco3)CC2)c1C
  ? | ·
> NS(=O)(=O)c1ccc(CCNC(=S)Nc2ccc(S(N)(=O)=O)cc2)cc1
  ? | ·
> COc1ccc(Br)cc1/C=N/NC(=O)CNC(=O)C1COc2ccccc2O1 (stereo not drawn)
  28% | -12

Reformatted as tab-separated lines: part of the list above
SMILES	S3 lipid droplet	S3 lipid droplet cell count max
Cc1ccc(OCC(=O)NCc2cccnc2)cc1	22%	23
CCCCn1c(SCC(=O)N2CCC(C(=O)OCC)CC2)nc2cc(S(N)(=O)=O)ccc21	-6%	-24

Following part
Fields – S3 lipid droplet | S3 lipid droplet cell count max
> CCC(=O)Nc1ccc(C(=O)Cn2nc(C(=O)O)c3ccccc3c2=O)cc1
  ? | ·
> FC(F)(F)c1cnc(N2CCN(C(=S)NCc3ccccc3)CC2)c(Cl)c1
  -4% | 9
> Cc1cc(C)c(C(=O)NC2CC(C)(C)Cc3c2cnn3-c2cccc(F)c2)[nH]1 (stereo not drawn)
  ? | ·
> CCOC(=O)c1nnc(-c2ccccc2)nc1NCc1ccc(Cl)cc1
  0% | 18
> CCC(C(=O)NC1CCCC1)N(Cc1ccco1)C(=O)CNS(=O)(=O)c1ccccc1 (stereo not drawn)
  ? | ·
> COc1nnc(OC)c2ccccc12
  ? | ·
> CCN(CC)S(=O)(=O)c1cccc(-c2nnc(SCC(=O)c3cc(C)n(C)c3C)o2)c1
  23% | -18
> CCC(=O)Nc1ccc(NC(=S)NC(=O)c2oc3ccccc3c2C)cc1
  19% | 16
> CCCS(=O)(=O)NCCc1cc2c(OC)ccc(OC)c2[nH]c1=O
  -11% | -12
> O=C(C1CCC(=O)N1Cc1cccnc1)N1CCN(c2ccc(F)cc2)CC1 (stereo not drawn)
  ? | ·
> Cc1ccc(C)c(-n2c(=O)c(C#N)cc3c(=O)n4ccccc4nc32)c1
  -8% | 4
> CNC(=O)c1ccccc1Sc1ccccc1CO
  ? | ·
> Cc1cccc(OCCCC(=O)NC(C)C)c1
  -1% | -6
> O=C(CN1CCN(CCC(=O)Nc2ccccc2F)CC1)Nc1ccc(Cl)cc1
  ? | ·
> COc1ccc(NC(=O)COC(=O)COc2cccc(Br)c2)cc1OC
  ? | ·
> O=C(NC1CCCC1)C(c1ccccn1)N(C(=O)c1csnn1)C1CC1 (stereo not drawn)
  i | ·
> O=C(O)C1Nc2c(C(F)(F)F)ccc(Cl)c2C2C=CCC12 (stereo not drawn)
  -5% | 3
> O=C(Nn1cnnc1)c1ccccc1-c1ccccc1
  ? | ·
> COC(=O)C12CCC3(SCCS3)C(C(=O)OC)(CCC13SCCS3)C2
  ? | ·
> CC(=O)Nc1cccc(Oc2nc(C)cc(C)c2C#N)c1
  i | 9
> O=c1ccc(=O)n(-c2ccccc2)[nH]1
  ? | ·
> Cc1ccc(-c2ccnc(-c3ccc(O)cc3)n2)cc1
  ? | ·
> Cn1c(=O)[nH]c(=O)c2c1nc(N1CCCCC1)n2C/C=N/NC(=O)c1cc(Br)ccc1O
  -2% | -20
> O=C(CCc1nc2ccccc2c(=O)[nH]1)NCc1ccco1
  ? | ·
> COc1ccc(NC(=O)CCC(=O)c2cccs2)cc1S(=O)(=O)Nc1ccc(Cl)cc1
  2% | -1

Screening results as filed in PubChem.
